Screening results as filed in PubChem.
ADAM17 inh = ADAM17 inhibition, QFRET primary screen; 370,000 compounds, 0.83% hits; inhibition, % at 6.95 µM; recombinant ADAM17, EDANS/DABCYL FRET peptide cleavage;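 active = inhibition above the mean of compounds lying between control limits plus 3 SD, set per campaign, cut at about 8.5% in these data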;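 also: 0% = DMSO-only wells as the low control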
PLCg1 inh = blocks human PLC-gamma1 enzyme activity; P19174; purified PLC-gamma1, fluorogenic substrate, fluorescence; inhibition, % at 12.2 µM; 370,000 compounds, 0.84% hits; AID 720700; in the data active = inhibition above about 9.5%
LEDGF integ inh = blocks HIV-1 LEDGF/p75-dependent DNA integration | 370,000 compounds, 0.64% hits | inhibition, % at 3.7 µM | TR-FRET IN-LEDGF/p75 DNA integration, Eu/Cy5;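 active = inhibition above the screen-wide mean plus 3 SD, cut at about 13% in these data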;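 also: signal is the Cy5 over europium emission ratio at 671 and 618 nm; 0% = plate median of compound wells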
ARFGAP1 inhibitor = inhibitors of rat ARFGAP1; Q62848; Arfgap1-stimulated ARF1 GTP hydrolysis, GDP FP detection; inhibition, % at 16.5 µM; 360,000 compounds, 0.26% hits;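 active = inhibition above a per-plate limit, mean inhibition of low control wells plus 3 SD, cut at about 25% in these data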;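 also: 0% = DMSO wells with enzyme and 100% = wells lacking Arfgap1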
Target sequence (Q62848 1-136 limits assumed): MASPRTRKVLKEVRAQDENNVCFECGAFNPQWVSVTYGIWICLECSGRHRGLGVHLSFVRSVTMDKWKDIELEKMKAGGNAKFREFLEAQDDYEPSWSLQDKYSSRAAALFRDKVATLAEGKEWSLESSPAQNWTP
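Material: rat Arfgap1 catalytic domain, aa 1-136; also added: human ARF1(Δ1-17)-GTP substrate; compound dosing: one concentration, 16.5 µM, DMSO 1.26%; incubation: GTP hydrolysis reaction 2 h at 25 °C; measured by: Tracer-displacement fluorescence polarization with EDTA stop, 620/688 nm; evaluation: % inhibition from polarization; repeats: one replicate per compound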
KLK7 zymogen act = activators of human kallikrein-7 zymogen. P49862. purified proKLK7, EDANS-DABCYL substrate fluorescence; 100% is mature enzyme control, 0% vehicle. activation, % at 7 µM. 370,000 compounds, 0.9% hits. AID 652039;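 active = activation above the mean of all tested compounds plus 3 SD, computed per campaign excluding outliers beyond control limits, cut at about 13% in these data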
Target sequence (P49862 whole entry, looked up): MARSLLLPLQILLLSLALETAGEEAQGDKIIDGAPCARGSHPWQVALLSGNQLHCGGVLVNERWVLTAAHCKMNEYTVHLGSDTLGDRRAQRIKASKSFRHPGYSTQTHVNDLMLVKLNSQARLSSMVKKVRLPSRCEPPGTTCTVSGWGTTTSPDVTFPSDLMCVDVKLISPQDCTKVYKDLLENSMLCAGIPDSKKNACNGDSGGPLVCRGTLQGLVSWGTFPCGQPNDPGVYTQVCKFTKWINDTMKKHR
ADAM10 inh = ADAM10 inhibition, QFRET primary screen. O14672. recombinant ADAM10, EDANS/DABCYL FRET peptide cleavage, 3 h. inhibition, % at 7 µM. 370,000 compounds, 0.62% hits. AID 720582;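 active = inhibition above a per-campaign cutoff equal to the mean of compounds falling between control-based bounds plus 3 SD, cut at about 20% in these data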;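 also: 0% = DMSO wells while the 100% control is not disclosed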
Target sequence (O14672 214-748 limits assumed): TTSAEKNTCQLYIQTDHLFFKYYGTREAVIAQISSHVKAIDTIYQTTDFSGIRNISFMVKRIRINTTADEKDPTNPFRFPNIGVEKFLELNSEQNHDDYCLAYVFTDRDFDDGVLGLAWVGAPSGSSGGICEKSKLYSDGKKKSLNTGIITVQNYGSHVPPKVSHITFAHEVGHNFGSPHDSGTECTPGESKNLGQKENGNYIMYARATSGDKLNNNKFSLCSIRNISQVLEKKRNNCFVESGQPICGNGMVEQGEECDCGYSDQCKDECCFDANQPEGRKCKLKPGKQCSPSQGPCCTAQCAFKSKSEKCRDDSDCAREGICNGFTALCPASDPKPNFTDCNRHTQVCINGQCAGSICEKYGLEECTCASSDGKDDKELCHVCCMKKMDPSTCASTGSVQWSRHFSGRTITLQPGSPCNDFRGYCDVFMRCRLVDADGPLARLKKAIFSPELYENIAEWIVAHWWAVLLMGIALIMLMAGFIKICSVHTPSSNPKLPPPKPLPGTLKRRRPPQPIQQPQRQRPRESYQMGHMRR
ASAP1 GAP inh = ASAP1 ArfGAP inhibition | ASAP1-stimulated ARF1 GTP hydrolysis, GDP FP detection | inhibition, % at 16.5 µM | Q9ULH1 | AID 624377 | 360,000 compounds, 0.19% hits; in the data active = inhibition above about 25%;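 also: 0% = vehicle with enzyme and substrate and 100% = no enzyme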
DDE Tn7 FP inh = DD(E)-Tn7 binding inhibition, primary FP screen; FP displacement of FITC-Tn7 peptide from fibrin DD(E); 0% = median of compound wells per plate; AID 720508; 370,000 compounds, 0.13% hits; inhibition, % at 8.3 µM;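 active = inhibition above the mean of compounds falling within the control limits plus 3 SD of them, cut at about 14% in these data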;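 also: 0% = plate median of compound wells and 100% = 10 µM Aha-Tn7 peptide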
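Assay system: human fibrin DD(E). Input: DD(E) 2 µM final. Medium: Tris buffer with calcium and detergent, pH 7.8. Compound dosing: single point at 8.3 µM. Timing: 10 min plus 3 h, room temperature. Technique: fluorescence polarization of the labelled Tn7 tracer. Read-out: percent inhibition. Replicates: singlicate testing.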
TDP2 inh = TDP2 (human) inhibition, absorbance primary screen; 370,000 compounds, 0.34% hits; O95551; recombinant TDP2, T5PNP hydrolysis, p-nitrophenol absorbance 415 nm; inhibition, % at 12.8 µM;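 active = inhibition above the mean of all tested compounds plus 3 SD, set per campaign, cut at about 25% in these data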;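 also: 0% = DMSO with enzyme and 100% = buffer with substrate but no TDP2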
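System: recombinant human TDP2 / Amount: 120 nM TDP2 per well / Also added: 5 mM T5PNP chromogenic substrate / Doses: 12.8 µM single point, 1% DMSO / Incubation: 2 h at 37 °C / Detection: p-Nitrophenol epi absorbance / Evaluation: % inhibition relative to enzyme-containing and enzyme-free wells / Repeats: singlicate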
DDE Tn6 FP inh = DD(E)-Tn6 binding inhibition, primary FP screen. P02675. 370,000 compounds, 0.21% hits. inhibition, % at 8.3 µM. Fibrin DD(E) TRITC-Tn6 fluorescence polarization displacement;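 active = inhibition above a per-campaign cutoff: mean of compounds within control limits plus 3 SD, cut at about 15% in these data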;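 also: 0% = median of all compound wells on the plate and 100% = blocking peptide control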
Starred values were filed as active, the others as inactive; i = inactive. Compounds were not picked by outcome; about 4.2% have a hit in one of these screens.

SMILES	ADAM17 inh	PLCg1 inh	LEDGF integ inh	ARFGAP1 inhibitor	KLK7 zymogen act	ADAM10 inh	ASAP1 GAP inh	DDE Tn7 FP inh	TDP2 inh	DDE Tn6 FP inh
CC(NC(=O)[C@H](C)N1C(=O)N2CCc3c([nH]c4ccccc34)[C@@]2(C)C1=O)c1ccccc1 (some centres undefined)	2	5	3	7	0.0	5	0	-3	5	-2
O=C(O)CC/C(=N/Nc1ccc([N+](=O)[O-])cc1)C(=O)O	-3	-2	6	10	0.0	4	1	-3	-9	-2
CN1CCN(C(=O)c2ccccc2NC(=O)c2sc3ccccc3c2Cl)CC1	-1	4	4	1	-0.7	5	1	-4	0	-9
Cn1cc(/C=C(\C#N)C(=O)Nc2ncc(Cc3ccc(Cl)cc3)s2)c2ccccc21	0	0	-4	1	0.1	-4	4	5	-12	1
Cc1oc(-c2ccc(Cl)cc2)nc1CN1CCCC(C(=O)N2CCN(C(=O)c3ccco3)CC2)C1 (centres undefined)	0	3	2	3	0.9	-4	10	0	0	2
CCCCCC(=O)Nc1ccc(Cl)cn1	0	5	0	-10	-0.4	6	-2	1	-14	-4
COc1cccc(CN2CC(O)=C(c3nc(-c4ccc(Cl)cc4)cs3)C2=N)c1	1	-2	-9	-4	0.1	-13	-10	-9	0	2
CNS(=O)(=O)c1cccc(C(=O)Nc2cccnc2)c1	5	3	-1	4	-0.7	7	7	0	-18	2
COc1cc(NC(=O)c2ccc(-c3ccc(F)c(F)c3)c3ccoc23)cc(OC)c1OC	4	-1	6	3	0.3	-1	-4	-5	-5	0
CCCS(=O)(=O)NC(=O)C1(C)CCCN(C(=O)c2cc(-c3cccs3)oc2C)C1 (centres undefined)	-18	-27	-1	8	-2.2	-77	6	1	-2	3
CC(=O)Nc1cccc(-c2ccnc3c2CC(C)(C(=O)NC(C)C)O3)c1 (centres undefined)	-4	1	-1	-12	0.4	-13	-15	-2	0	3
CCOC(=O)c1[nH]c(=S)n(Cc2ccccc2)c1C(=O)OCC	2	-21	-1	-4	0.0	10	9	0	-7	3

Going on with the list:
SMILES	ADAM17 inh	PLCg1 inh	LEDGF integ inh	ARFGAP1 inhibitor	KLK7 zymogen act	ADAM10 inh	ASAP1 GAP inh	DDE Tn7 FP inh	TDP2 inh	DDE Tn6 FP inh
Cc1ccc(NC(=O)c2cc(N3C(=O)C4CCCCC4C3=O)ccc2N2CCOCC2)cc1 (centres undefined)	-2	-1	2	3	0.5	-2	2	0	6	-6
O=C(C[C@H]1C[C@H](C(=O)N2CCOCC2)[C@@]2(CCC3CCCC3)c3[nH]c4cc(-c5ccco5)ccc4c3CCN2C1=O)NCCc1ccccn1	-108	i	5	2	9.2	-377	7	-7	3	-1
CN(C)/C=C/C(=O)c1c(F)cccc1F	-1	-15	1	1	0.0	0	0	-3	16	2
Nc1c(Cl)cnn(-c2ccccc2)c1=O	-1	3	3	11	-0.8	7	-4	1	1	-4
CCOC(=O)c1c(NC(=O)CN2C(=O)NC(C)(c3ccccc3)C2=O)sc(C)c1C (centres undefined)	4	0	0	6	0.2	5	-3	0	13	-9
O=C(Oc1ccc(-c2cnc3ccccc3n2)cc1)c1cccc([N+](=O)[O-])c1	-4	-1	-3	-17	-0.4	3	-3	2	-3	4
Cc1ccc(S(=O)(=O)N2CCN(C(=O)CC(C)n3cncn3)CC2)cc1 (centres undefined)	-3	2	-2	-1	0.2	-9	2	9	6	-5
Cc1nc2nc(-c3ccccc3)nn2c(C)c1Cl	-2	1	-1	-3	-0.1	-4	20	-3	-4	-5
C[C@@H](NC(=O)c1[nH]cnc1C(=O)Nc1nccs1)c1ccccc1	3	1	1	-6	0.1	5	11	4	8	-5
CCN1CCN(Cc2ccc(NC(=O)c3cccc(-c4ccc5nc(NC(=O)C6CC6)sc5n4)c3)cc2C(F)(F)F)CC1	-1	-12	-1	57*	-8.2	-22	27*	-6	2	-12
Nc1ncnc2c1CN(Cc1ccccc1)CC2	-1	-2	-2	-4	0.1	-6	-5	5	-4	65*
CN(C(=O)C1CCN(S(=O)(=O)c2cccc3nonc23)CC1)C1CCCCC1	-3	3	-1	8	-0.3	-1	7	-4	-3	4

Part of the list above, field by field:
molecule: C[C@@H](NC(=O)c1[nH]cnc1C(=O)Nc1nccs1)c1ccccc1
  ADAM17 inh: 3
  PLCg1 inh: 1
  LEDGF integ inh: 1
  ARFGAP1 inhibitor: -6
  KLK7 zymogen act: 0.1
  ADAM10 inh: 5
  ASAP1 GAP inh: 11
  DDE Tn7 FP inh: 4
  TDP2 inh: 8
  DDE Tn6 FP inh: -5

molecule: CCN1CCN(Cc2ccc(NC(=O)c3cccc(-c4ccc5nc(NC(=O)C6CC6)sc5n4)c3)cc2C(F)(F)F)CC1
  ADAM17 inh: -1
  PLCg1 inh: -12
  LEDGF integ inh: -1
  ARFGAP1 inhibitor: 57*
  KLK7 zymogen act: -8.2
  ADAM10 inh: -22
  ASAP1 GAP inh: 27*
  DDE Tn7 FP inh: -6
  TDP2 inh: 2
  DDE Tn6 FP inh: -12

molecule: Nc1ncnc2c1CN(Cc1ccccc1)CC2
  ADAM17 inh: -1
  PLCg1 inh: -2
  LEDGF integ inh: -2
  ARFGAP1 inhibitor: -4
  KLK7 zymogen act: 0.1
  ADAM10 inh: -6
  ASAP1 GAP inh: -5
  DDE Tn7 FP inh: 5
  TDP2 inh: -4
  DDE Tn6 FP inh: 65*

molecule: CN(C(=O)C1CCN(S(=O)(=O)c2cccc3nonc23)CC1)C1CCCCC1
  ADAM17 inh: -3
  PLCg1 inh: 3
  LEDGF integ inh: -1
  ARFGAP1 inhibitor: 8
  KLK7 zymogen act: -0.3
  ADAM10 inh: -1
  ASAP1 GAP inh: 7
  DDE Tn7 FP inh: -4
  TDP2 inh: -3
  DDE Tn6 FP inh: 4

(further entries)
SMILES	ADAM17 inh	PLCg1 inh	LEDGF integ inh	ARFGAP1 inhibitor	KLK7 zymogen act	ADAM10 inh	ASAP1 GAP inh	DDE Tn7 FP inh	TDP2 inh	DDE Tn6 FP inh
COc1ccc(Cl)cc1S(=O)(=O)N1CCC(C(=O)NCCC2=CCCCC2)CC1	-1	4	7	9	0.4	3	0	-4	-4	-7
Cc1cc(C)cc(NC(=O)Nn2cnnc2)c1	-1	1	3	-3	0.1	-2	5	-5	2	-1
Cn1c(C(=O)N[C@@H](Cc2ccccc2)C(=O)O)cc2cc(F)ccc21	-6	-1	9	-2	-0.5	-15	3	4	-14	2
CC12CC(O)C3C(CCC4=CC(=O)CCC43C)C1CCC2=CCO (centres undefined)	-4	4	1	-6	0.0	-8	-21	7	5	3
O=c1c2ccccc2nnn1-c1ccccc1	-2	1	-1	1	0.1	2	-12	6	4	1
S=C(Nc1cccnc1)NC1CC2CCC1C2 (centres undefined)	-6	1	0	3	0.3	-4	0	-10	3	-8
COc1ccc(NC(=O)Cn2nnc(-c3ccc(CN4CCOCC4)cc3)n2)c(OC)c1	-2	-4	-2	-12	0.7	-2	-16	5	-5	7
O=C(CN1CCN(Cc2ccccc2F)CC1)Nc1ccccc1Cl	-6	2	-3	-4	0.2	2	-6	-2	-10	-2
COc1cc(/C=C(\C#N)c2ccccn2)ccc1OCC(=O)Nc1cccc(C(F)(F)F)c1	-9	-1	-7	6	-25	-8	17	4	-9	2
Cc1ccc(N=Cc2cc(C)n(C3CCCC3)c2C)cc1	0	-6	-1	-13	0.0	0	-6	7	-5	7
COc1cc(C(C)=O)ccc1OCC(=O)OCC(=O)c1cc(C)n(CC2CCCO2)c1C (centres undefined)	-4	-2	-6	-11	0.0	-19	-1	10	7	-1
CCOC(=O)CC1C(C(=O)OCC)ON2OC(C(=O)OC)C(C(=O)OCC)C12 (centres undefined)	0	6	2	9	-0.2	6	2	-9	-6	2

Further records.
SMILES	ADAM17 inh	PLCg1 inh	LEDGF integ inh	ARFGAP1 inhibitor	KLK7 zymogen act	ADAM10 inh	ASAP1 GAP inh	DDE Tn7 FP inh	TDP2 inh	DDE Tn6 FP inh
CC(=O)Nc1ccc(SC[C@H](Cc2ccccc2)N2CCN(CC(C)C)CCC2=O)cc1	-6	-4	-3	-11	0.2	-7	17	6	-3	13
CCCCNC(=O)Nc1c(C(=O)OC)[nH]c2ccc(C)cc12	-1	-13	0	2	0.8	-8	-12	-3	-10	-3
FC(F)(F)c1ccccc1Cc1c(C2CCCCC2)nc2ccc(Br)cn12	-2	-2	0	12	-0.7	-11	12	7	0	-1
CC(NS(=O)(=O)c1ccc2c(c1)CC(=O)N2C)c1ccccc1 (centres undefined)	3	-2	0	14	0.6	5	-1	-4	-4	4
Nc1nonc1-n1nnc(C(=O)N/N=C/c2ccncc2)c1CSc1ccc(Cl)cc1	-2	4	-2	2	0.1	-1	6	0	8	-5
O=C(NCc1ccc(F)cc1)C(c1cccnc1)N(C(=O)c1csnn1)c1ccccc1 (centres undefined)	0	8	-2	10	-0.8	3	-1	2	-10	0
COC(=O)c1cc(S(=O)(=O)N(C)c2ccc(C)c(C)c2)c[nH]1	-3	-2	-4	10	0.5	4	-1	5	5	-6
O=C(O)c1cc(NS(=O)(=O)c2ccc(NCc3ccccc3)c([N+](=O)[O-])c2)cc(C(=O)O)c1	-1	3	0	3	-0.9	10	4	-7	6	5
CCNC(=O)C1(C)CCCN(Cc2ccc(-c3ccccn3)cc2)C1 (centres undefined)	0	3	5	5	0.2	-9	2	2	-10	2
C[C@@H]1CCCCO[C@H](CN(C)C(=O)NC2CCCCC2)[C@@H](C)CN([C@H](C)CO)C(=O)c2cc(NC(=O)c3ccccc3)ccc2O1	-1	-1	-1	-2	0.2	-9	-4	8	13	5
NS(=O)(=O)c1ccc(Nc2nc(-c3cccnc3)cs2)cc1	0	-2	0	13	-0.4	2	-9	2	10	-5
